Screening data deposited in PubChem BioAssay by several laboratories.
Shn3 inh set2 = reduces Shn3 3'UTR luciferase signal in osteoblasts; Clone20 osteoblast Shn3 3'UTR firefly luciferase, 24 h; inhibition, % at 12.5 µM; 360,000 compounds, 0.52% hits; AID 588674;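 active = mean inhibition of at least 75% with every replicate also reaching 75%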;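 also: 0% = median of neutral control wells and 100% = pilot-screen positive control compound; some compounds past the cut are filed as inactive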
NR2E3 ag-1 = agonists of human NR2E3 nuclear receptor; Q9Y5X4; CHO-S Gal4-NCOR/VP16-NR2E3 two-hybrid, luciferase; inhibition of corepressor binding, % at 3.98 µM; 360,000 compounds, 0.35% hits; AID 602229;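 active = inhibition above the mean of all tested compounds plus 3 SD, cut at about 70% in these data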;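 also: 0% = DMSO with NR2E3 transfected cells and 100% = cells lacking NR2E3 construct; higher means lower luciferase signal from less NR2E3 corepressor binding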
Target sequence (Q9Y5X4 whole entry, looked up, the tested form may be a part): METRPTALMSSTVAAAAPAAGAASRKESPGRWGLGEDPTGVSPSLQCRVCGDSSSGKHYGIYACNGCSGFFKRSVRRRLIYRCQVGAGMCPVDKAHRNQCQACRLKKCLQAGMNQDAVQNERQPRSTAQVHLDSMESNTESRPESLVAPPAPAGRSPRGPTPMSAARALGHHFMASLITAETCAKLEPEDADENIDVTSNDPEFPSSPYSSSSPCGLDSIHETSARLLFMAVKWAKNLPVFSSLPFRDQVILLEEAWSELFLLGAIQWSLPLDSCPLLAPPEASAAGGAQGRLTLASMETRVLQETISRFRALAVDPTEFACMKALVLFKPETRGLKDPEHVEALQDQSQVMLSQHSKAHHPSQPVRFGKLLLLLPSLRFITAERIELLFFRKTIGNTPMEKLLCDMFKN
TROY NFkB inh = TROY signaling inhibition | inhibition, % at 10 µM | 360,000 compounds, 0.98% hits | Q293 LMP1-TROYcd NF-kB luciferase reporter, 4 h;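 active = compounds whose plate-normalised and pattern-corrected inhibition of the luciferase reporter signal at the single screening dose is 50% or more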
TRPM1 prom inh = reduces MITF-dependent TRPM1 promoter luciferase signal. SK-MEL-5 TRPM1 promoter luciferase, 24 h. inhibition, % at 12.5 µM. 330,000 compounds, 0.83% hits. AID 488899;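 active = mean inhibition across replicates of 60% or more, whatever share of single replicates reaches that level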; also: values of inactives mirror those of a sister screen read the other way
NR2E3 ag-2 = NR2E3 (human) agonism; Q9Y5X4; GST-NR2E3/biotin-RetCOR TR-FRET, 1536-well; inhibition of corepressor binding, % at 4.78 µM; 320,000 compounds, 0.12% hits; AID 2300;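 active = percent inhibition above the cutoff of mean plus 3 SD of all tested compounds, set per screening campaign, cut at about 20% in these data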;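 also: 0% = DMSO wells and 100% = biotin wells as full block of FRET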
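Material – GST-tagged NR2E3 plus biotinylated RetCOR corepressor · Quantity – NR2E3 fusion 1.35 nM · Times – 5 h incubation at 4 °C · Medium – pH 7.5 Tris-based buffer · Technique – TR-FRET, Eu(K)-anti-GST donor, streptavidin-D2 acceptor, ex 340, em 617/671 nm · Benchmarks – high control biotin, low control 0.6% DMSO · Format – 1536-well plates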
KKLEB tox = CF airway cell cytotoxicity counter-screen. KKLEB CF airway cells viability, ATPlite luminescence, overnight; active compounds read low; cells stimulated with P. aeruginosa culture filtrate. activity change (cytotoxicity), % at 5 µM. 360,000 compounds, 0.36% hits. AID 602141;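 active = corrected activity change at or below -50% at 5 µM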
CF NFkB block = inhibitors of cystic fibrosis induced NF-kB; KKLEB NF-kB-GFP reporter, PAF-induced, GFP fluorescence overnight; inhibition, % at 5 µM; 360,000 compounds, 0.86% hits;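 active = at least 50% inhibition at 5 µM, scaled per plate between neutral and stimulator controls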;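 also: PAF is a Pseudomonas aeruginosa culture filtrate used as stimulus; plate controls were PAF-stimulated DMSO wells for no effect and unstimulated DMSO wells for full effect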
Peg3 promoter = inhibitors of Peg3 promoter; HeLa PEG-Prom luciferase reporter, luminescence, overnight; inhibition, % at 20 µM; 360,000 compounds, 1.7% hits;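 active = inhibition of at least 50% at 20 µM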
TWEAK Fn14 block = blocks TWEAK-Fn14 interaction in a reporter cell assay; TWEAK-stimulated Fn14 reporter cells, luciferase luminescence, 8 h; inhibition, % at 10 µM; 360,000 compounds, 2% hits; in the data active = inhibition above about 50%
TRAIL sens C8 = caspase-8 TRAIL sensitization; AID 624354; inhibition (viability loss, TRAIL sensitization), % at 10 µM; NB7+C8 cells + TRAIL, ATPlite viability luminescence; 360,000 compounds, 1% hits;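 active = compounds causing at least 50% loss of cell viability in the single-dose screen, relative to plate controls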
HIF-2a block = HIF-2a inhibition; 786-0 RCC cells HIF-2a reporter, luciferase luminescence, overnight; inhibition, % at 18.8 µM; 360,000 compounds, 0.72% hits; AID 624352;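 active = inhibition of the luminescence signal of 40% or more relative to plate controls, in a single-dose primary screen at 18.75 µM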
Active calls of the source: *; / = no result given. An excerpt (hit frequency here may not be typical).

Structure,Shn3 inh set2,NR2E3 ag-1,TROY NFkB inh,TRPM1 prom inh,NR2E3 ag-2,KKLEB tox,CF NFkB block,Peg3 promoter,TWEAK Fn14 block,TRAIL sens C8,HIF-2a block
Cc1cc(=O)n(C)c(=O)n1CCCCOc1cccc([N+](=O)[O-])c1,-8.2,-9.5,11.5,-5.5,0.8,10.5,-23.0,11.7,-7.0,-0.3,13.8
CCCCn1cnc2c([nH]c3ccccc32)c1=O,3.2,-30.6,-24.3,-8.3,3.9,16.7,-28.6,-83.6,9.8,25.9,-82.2
Cc1ccccc1OC(=O)c1cccc(S(=O)(=O)N2CCN(C)CC2)c1,17.9,-8.8,10.0,9.0,1.6,-0.8,12.0,-8.6,4.0,-6.7,16.0
Cc1ccc(C2=NN(C(=O)CSc3nc4ncc(Cl)cc4[nH]3)C(c3ccco3)C2)cc1 (configuration not stated),-17.3,-23.2,2.2,14.2,-0.5,-1.2,24.7,16.8,11.9,-0.2,-0.3
Cc1ccc(C(=O)Nc2ccccc2C(=O)N2CCN(c3ccccc3)CC2)cc1,5.9,-2.2,-19.6,-6.1,-1.2,-10.1,5.5,15.6,7.5,1.6,-13.7
Cc1ccc(NC2=NCC(=O)N2c2ccc3c(c2)OCCO3)c(C)c1,-3.1,-4.3,-2.0,8.0,-1.6,-20.1,0.7,-19.6,5.4,4.6,-6.1
COc1ccc(C(O)(C2CCCCC2)C(CN2CCCC2)c2ccccc2)cc1 (configuration not stated),10.7,3.9,-25.4,-3.5,-2.7,3.2,-1.1,-5.7,6.8,11.1,-0.7
COc1cccc(COC(=O)c2nn(-c3ccccc3)nc2N)c1,-1.5,-5.5,-10.1,8.7,-1.0,8.6,-2.7,2.0,-5.6,-3.2,14.3
COC(=O)CCC(=O)Nc1c(C)n(C)n(-c2ccccc2)c1=O,12.8,-8.7,-4.5,0.7,1.7,2.5,3.0,13.4,0.1,-6.9,5.8
Cc1nc(-c2cccc(S(=O)(=O)N3CC(C)CC(C)C3)c2)cs1 (configuration not stated),-6.4,-11.2,21.5,-16.3,1.5,-0.2,-3.8,28.1,20.2,2.0,35.4
Cc1ccc(-c2nnn(CC(=O)N(Cc3ccc(F)cc3)C(C(=O)NC3CCCC3)c3ccncc3)n2)o1 (configuration not stated),11.7,-5.8,-1.6,4.8,2.7,4.3,-14.0,10.3,1.5,25.1,18.1
NS(=O)(=O)c1cccc2cccnc12,-37.7,-6.2,8.5,0.3,0.7,-2.7,-11.1,13.9,8.8,-6.1,16.4
Cc1cc(C)c(C)c(S(=O)(=O)NCCCN2CCOCC2)c1C,-8.0,-21.2,-10.4,12.0,2.2,3.7,-10.0,6.1,-10.4,20.5,13.5
O=C(NNC(=O)c1ccccc1[N+](=O)[O-])c1ccc(NS(=O)(=O)c2cccs2)cc1,0.8,-8.3,-1.2,8.7,-1.5,22.6,-8.1,4.2,11.1,8.3,12.9
N#Cc1cc([N+](=O)[O-])ccc1Oc1ccc(-c2nnco2)cc1,-0.1,-33.9,2.1,2.4,5.0,-4.3,-6.6,5.5,-15.8,25.2,1.4
CC1CCCCN1C(=O)CSc1nc(C2CC2)nc2c1cnn2-c1ccccc1 (configuration not stated),15.0,-9.0,-12.9,11.9,3.1,0.0,8.6,15.5,31.7,11.0,6.2
CC(=O)Nc1ccc(S(=O)(=O)N(C)CC(=O)OCC(=O)Nc2cccnc2Cl)cc1,-3.3,17.7,0.0,6.0,-0.3,-10.5,-11.4,8.6,-3.0,-5.1,19.8
CCOC1=C2[C@@H](CN(S(=O)(=O)c3ccc(C)cc3)[C@H]2c2ccccc2)[C@H]2C(=O)N(c3ccccc3)C(=O)[C@H]2C1,1.7,11.8,-4.1,/,/,4.3,1.6,-7.2,14.5,-0.6,-10.2
CCN(C)C1CN(Cc2cn(Cc3cc(C)cc(C)c3)nn2)S(=O)(=O)C1 (configuration not stated),/,-13.1,-6.6,/,/,/,/,/,13.3,-4.1,-2.2
COCCOC(=O)C1=C(N)Oc2c(oc(CO)cc2=O)C1c1c(F)cccc1Cl (configuration not stated),-16.7,-13.2,-17.3,-2.2,3.3,16.6,-2.7,3.4,-11.1,-23.1,9.8
CC(=O)/C(=N\Nc1ccccc1)Oc1ccc([N+](=O)[O-])cc1,7.1,7.3,4.4,0.4,-0.8,5.4,1.7,-8.6,-5.3,10.3,25.4
CC(=O)Nc1ccc(NC(=O)C2CC(=O)N(c3ccccc3Cl)C2)cc1 (configuration not stated),-19.5,5.8,9.1,-0.5,5.5,-5.8,5.0,3.9,8.5,-1.9,13.6
CN(C)CCNC(=O)C(=O)NCC1OCCCN1S(=O)(=O)c1cccs1 (configuration not stated),-6.3,-19.9,-14.0,-3.5,1.7,-1.3,8.8,13.1,-5.8,-3.9,26.9
Cc1ccc2c(c1)C(c1ccccc1)N(C(=O)C(C)C)CC(=O)N2 (configuration not stated),4.5,2.8,-7.0,2.0,/,0.3,-10.5,9.3,-25.6,-4.9,17.7
Cc1ccc(NC(=O)N2CCc3ccccc32)cc1,-6.7,-109.9,-16.5,-6.0,0.5,-12.9,-1.1,-108.0,65.3*,62.6*,-95.9
CCC(=O)Nc1ccc(NC(=O)c2ccccc2Cl)nc1,-2.6,-34.5,-34.6,-16.3,1.4,9.1,-5.5,-46.6,-0.1,15.4,-116.5
CCOC(=O)C(C)n1cnc2c(nnn2-c2ccc(OC)cc2)c1=O (configuration not stated),2.6,11.0,-4.8,-8.1,-4.7,-7.1,1.5,1.5,-9.7,-2.4,-8.1
O=C(Nc1ccc(Cl)cc1Cl)c1cc2ccccc2o1,-57.4,-59.4,-33.5,-38.0,-2.8,-11.3,-7.5,-293.1,-7.4,12.8,-202.6
N#C/C(=C\c1cccnc1)c1ccccn1,-9.7,-16.3,-8.7,-20.8,-2.8,2.9,-7.2,-40.8,2.6,-10.8,-68.8
COCCCn1c(-c2ccc(OC)cc2)nc2c1c(=O)[nH]c(=O)n2Cc1ccccc1,9.3,-36.5,2.1,-1.3,0.4,-3.1,0.8,3.9,10.1,-6.6,7.7
CC(=O)Nc1ccc(SCC(=O)Nc2sccc2C#N)cc1,-39.9,-10.9,-33.5,-52.0,4.2,13.8,-18.0,-94.5,15.8,-4.0,-164.0
CCOC(=O)[C@]12CCCC=C1N(Cc1ccc3c(c1)OCO3)C(=O)[C@H](CC(=O)NCCCOC)C2,/,0.1,-18.1,/,/,/,/,/,4.6,-6.3,11.1
Cc1cc2ncn(S(=O)(=O)c3ccc(F)cc3)c2cc1C,26.7,15.6,10.1,-5.8,-0.6,2.1,-8.6,17.2,6.6,15.5,11.4
CCn1c(=O)c2c3c(sc2n2c(=S)[nH]nc12)CCC3,-11.0,-5.2,24.1,-1.2,3.5,-5.8,9.6,25.4,18.6,11.8,25.8
Cc1ccc(CNC(=O)c2ccc(S(=O)(=O)Nc3c(C)n(C)n(-c4ccccc4)c3=O)cc2)cc1,13.6,-11.7,4.8,6.4,0.0,10.1,-15.6,7.3,12.4,-4.1,20.8
COC(=O)c1ccc(-c2nc(CN3CCN(C(=O)c4ccco4)CC3)c(C)o2)cc1,-8.3,22.6,-7.7,/,/,0.9,4.5,-3.2,-0.9,1.6,-13.8
Cc1ccc(NC(=O)CN(C)C(=O)Nc2ccc(C)cc2)cc1,-9.9,-41.6,-9.0,-28.1,4.2,8.6,4.3,-90.4,26.7,-10.9,-87.4
Cc1ccc(-c2nc(CS(=O)(=O)CC(=O)NC3CCC(C)CC3)c(C)o2)cc1 (configuration not stated),8.1,21.8,18.4,18.2,-4.4,-8.3,6.7,-2.0,-13.2,3.2,-9.7
COc1cccc(N2CCN(C(=O)c3cc4c(OC)c(OC)c(OC)cc4[nH]3)CC2)c1,-41.4,-9.3,-6.3,-4.4,-1.5,-14.0,9.3,11.6,-19.7,-3.2,15.6
O=C(COc1ccccc1)Nc1cccc(-c2nn[nH]n2)c1,3.3,-27.8,-25.7,0.7,2.3,11.6,-17.1,24.8,-7.5,-8.0,7.4
O=[N+]([O-])c1cc(-c2ccccc2)cc([N+](=O)[O-])c1O,-3.3,79.5*,23.9,0.4,/,-11.5,9.4,-12.7,11.3,-8.4,-15.4
Nc1ccc2nc(-c3ccccc3)[nH]c2c1,-58.8,-83.1,-43.5,-19.7,-5.3,-23.0,24.3,-244.7,22.7,25.7,-184.6
COc1cccc2c1C(=O)CC2NC(=O)C(F)(F)F (configuration not stated),6.3,8.0,-10.3,5.6,2.0,-0.1,-10.2,12.1,-13.5,6.6,13.6
Cc1csc(=S)n1-c1ccccc1,9.2,-4.3,13.6,-0.2,0.0,4.3,-1.6,16.3,6.3,6.9,11.8
N#CC(CC(=O)OCc1ccccc1)NC(=O)OCc1ccccc1 (configuration not stated),28.8,-43.3,-11.5,/,/,-3.0,-9.9,-5.1,19.0,2.5,-0.9

An excerpt from above in order of length of the SMILES, smallest number first.
Structure,Shn3 inh set2,NR2E3 ag-1,TROY NFkB inh,TRPM1 prom inh,NR2E3 ag-2,KKLEB tox,CF NFkB block,Peg3 promoter,TWEAK Fn14 block,TRAIL sens C8,HIF-2a block
Cc1csc(=S)n1-c1ccccc1,9.2,-4.3,13.6,-0.2,0.0,4.3,-1.6,16.3,6.3,6.9,11.8
O=C(COc1ccccc1)Nc1cccc(-c2nn[nH]n2)c1,3.3,-27.8,-25.7,0.7,2.3,11.6,-17.1,24.8,-7.5,-8.0,7.4
COc1cccc(N2CCN(C(=O)c3cc4c(OC)c(OC)c(OC)cc4[nH]3)CC2)c1,-41.4,-9.3,-6.3,-4.4,-1.5,-14.0,9.3,11.6,-19.7,-3.2,15.6
